Screening data: PubChem BioAssay, The Scripps Research Institute Molecular Screening Center
PAFAH1B3 inh – inhibitors of human PAFAH1B3. 340,000 tested, 0.28% active. recombinant PAFAH1B3, FP-rhodamine probe, fluorescence polarization. AID 492972. Q15102. inhibition, % at 3.39 µM;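 active means inhibition above the screen-wide average of all tested compounds plus 3 SD, cut at about 25% in these data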;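 further: 0% = enzyme with DMSO only and 100% = wells lacking PAFAH1B3 protein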
Target sequence (Q15102 whole entry, looked up): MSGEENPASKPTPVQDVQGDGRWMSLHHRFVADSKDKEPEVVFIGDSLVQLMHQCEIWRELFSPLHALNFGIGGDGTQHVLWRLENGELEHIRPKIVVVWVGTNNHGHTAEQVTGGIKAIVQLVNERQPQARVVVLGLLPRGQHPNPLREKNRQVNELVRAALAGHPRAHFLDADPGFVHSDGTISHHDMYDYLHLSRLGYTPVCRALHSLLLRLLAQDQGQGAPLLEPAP
pPAFAH inh – pPAFAH (human) enzyme inhibition. recombinant pPAFAH, FP-rhodamine probe fluorescence polarization. inhibition, % at 3.39 µM. 330,000 tested, 1.5% active. AID 463082;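 active means inhibition above the mean inhibition across the screen plus 3 SD, cut at about 25% in these data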;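 further: inhibitors block binding of the rhodamine activity-based probe so polarization drops; 0% = enzyme with DMSO and 100% = wells lacking pPAFAH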
PAD4 inh – blocks human protein arginine deiminase 4; Q9UM07; recombinant PAD4, RCA probe fluorescence polarization; inhibition, % at 6.36 µM; 330,000 tested, 0.41% active;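 active means percent inhibition above a cutoff equal to the mean of all tested compounds plus 3 SD, cut at about 15% in these data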;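 further: 0% = PAD4 with RCA probe and DMSO and 100% = probe without PAD4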
LYPLA1 counter – blocks human lysophospholipase 1, a PME1 counter-screen; AID 2174; recombinant LYPLA1, FP-Rh probe fluorescence polarization; inhibition, % at 5.9 µM; 320,000 tested, 0.16% active; O75608;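 active means inhibition above the mean of all tested compounds plus 3 SD, set per campaign, cut at about 14% in these data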;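 further: inhibitors block serine hydrolase probe labeling of LYPLA1 so polarization falls; 0% = enzyme with DMSO and 100% = wells lacking LYPLA1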
Target sequence (O75608 whole entry, looked up): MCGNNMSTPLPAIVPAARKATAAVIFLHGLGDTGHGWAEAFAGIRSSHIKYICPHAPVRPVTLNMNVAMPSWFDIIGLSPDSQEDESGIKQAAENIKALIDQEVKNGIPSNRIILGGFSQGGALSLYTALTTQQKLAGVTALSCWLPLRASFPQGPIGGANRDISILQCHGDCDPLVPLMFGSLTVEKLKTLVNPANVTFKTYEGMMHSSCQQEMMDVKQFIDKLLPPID
PAFAH2 inh – inhibitors of human PAFAH2 | Q99487 | recombinant PAFAH2, FP-rhodamine activity probe, fluorescence polarization | inhibition, % at 3.39 µM | 340,000 tested, 0.99% active | AID 492956;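 active means inhibition above the mean over all tested compounds plus 3 SD, cut at about 30% in these data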;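 further: inhibitors block probe labeling of enzyme so polarization drops; 0% = enzyme with DMSO and 100% = wells lacking PAFAH2 protein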
PREPL inh – human PREPL enzyme inhibition | inhibition, % at 5.96 µM | Q4J6C6 | 320,000 tested, 0.68% active | recombinant PREPL, fluorescence polarization activity-based probe; in the data active means inhibition above about 43%;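 further: 0% = enzyme with DMSO and 100% = wells lacking enzyme; many of its hits are not listed in these tables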
LYPLA2 inh – LYPLA2 (human) inhibition in PME1 counter-screen; recombinant LYPLA2, FP-Rh probe fluorescence polarization; inhibition, % at 5.9 µM; 320,000 tested, 0.38% active; AID 2177;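 active means inhibition above the screen-wide mean plus 3 SD, limit set per campaign, cut at about 26% in these data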;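 further: 0% = LYPLA2 with DMSO and 100% = wells lacking LYPLA2 enzyme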
Target sequence (O95372 whole entry, looked up): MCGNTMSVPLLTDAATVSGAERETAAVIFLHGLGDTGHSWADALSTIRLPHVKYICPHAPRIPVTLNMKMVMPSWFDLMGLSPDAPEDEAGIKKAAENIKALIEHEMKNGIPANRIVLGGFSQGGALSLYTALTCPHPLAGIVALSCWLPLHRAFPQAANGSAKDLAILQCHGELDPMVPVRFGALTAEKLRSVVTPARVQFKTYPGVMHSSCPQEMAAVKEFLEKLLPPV
PAFAH1B2 inh – PAFAH1B2 (human) inhibition; 340,000 tested, 1.2% active; P68402; recombinant PAFAH1B2, FP-rhodamine activity probe, fluorescence polarization; inhibition, % at 3.39 µM;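 active means inhibition above the mean of all tested compounds plus 3 SD, cut at about 24% in these data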;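 further: 0% = enzyme with DMSO and 100% = wells lacking PAFAH1B2; many of its hits are not listed in these tables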
GSTO1 counter – counter-screen for RBBP9 inhibitors: inhibitors of human GSTO1; recombinant GSTO1, activity-based probe fluorescence polarization; inhibition, % at 5.96 µM; 300,000 tested, 1.1% active; AID 1974;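 active means inhibition above the campaign mean inhibition plus 3 SD, cut at about 35% in these data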;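 further: 0% = GSTO1-1 with DMSO and 100% = wells lacking GSTO1-1 enzyme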
Target sequence (P78417 whole entry, looked up): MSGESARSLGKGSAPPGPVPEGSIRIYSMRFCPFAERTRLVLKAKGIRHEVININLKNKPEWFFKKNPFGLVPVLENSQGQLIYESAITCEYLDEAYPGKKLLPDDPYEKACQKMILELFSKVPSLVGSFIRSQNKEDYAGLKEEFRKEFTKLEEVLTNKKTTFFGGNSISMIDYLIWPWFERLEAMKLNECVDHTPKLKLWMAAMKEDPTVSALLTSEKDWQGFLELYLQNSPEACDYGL
The depositor's hits bear a star; nt = no result given; & = joins results of further samples. Not all compounds are listed. The share of hits here may be higher or lower than overall.

SMILES	PAFAH1B3 inh	pPAFAH inh	PAD4 inh	LYPLA1 counter	PAFAH2 inh	PREPL inh	LYPLA2 inh	PAFAH1B2 inh	GSTO1 counter
CSCCC(NC(=O)COc1ccccc1)C(=O)OCC(=O)c1ccccc1 (centres undefined)	9	4	-6	0	-1	-4	0	5	6
COc1ccc(NC(=O)CSc2nc3ccccc3nc2N2CCCC2)cc1Cl	-7	8	-2	-10	-4	3	-18	-1	4
C#CCOCCOCCOCCNc1nc(N2CCN(C(=O)[C@H](Cc3ccc(O)cc3)n3cc([C@@H](N)C(C)CC)nn3)CC2)nc(N2CCN(C(=O)[C@H](CCCCN)n3cc([C@@H](N)CO)nn3)CC2)n1 (some centres undefined)	10	6	-5	2	2	14	3	3	9
COCCn1c(-c2ccc(C#N)cc2)nc2c1c(=O)[nH]c(=O)n2Cc1ccccc1	10	1	2	3	-4	4	5	2	-2
NC(=O)c1cccnc1Oc1ccc(Cl)cc1Cl	1	5	0	-2	4	-1	3	-1	7
Cc1ccc(-c2csc(NCCn3c(C(F)(F)F)nc4ccccc43)n2)cc1	4	4	-4	2	1	6	1	4	5
CC(C)c1ccc(N2C(=O)C(Cl)=C(N3CCOCC3)C2=O)cc1	-2	5	2	-1	3	-3	-2	0	4
Cc1ccsc1C(=O)OCc1nnc(-c2ccccc2)o1	2	11	0	nt	51*	19	nt	2	nt
CCNC(=O)COC(=O)c1ccc(-n2nc(C)cc2C)cc1	5	7	-2	3	18	4	2	2	1
CS/C(=N\S(=O)(=O)c1cccs1)Nc1ccc(F)c(Cl)c1	2	1	-3	0	3	0	-5	10	7
COc1ccc(OCCC(=O)NCc2ccccc2)cc1	11	-4	-6	-3	3	-4	-4	6	-28
CC(CN1CCN(C)CC1)OC(=O)c1ccccc1Cl (centres undefined)	-7	-2	-7	0	2	0	-6	-4	-1
CC1(C)CC(CCC(=O)NC(=S)Nc2ccccc2Cl)C(=O)O1 (centres undefined)	-1	0	-2	-2	2	1	2	3	0
O=C(/C(=N\Nc1ccccc1)Sc1nnnn1-c1ccccc1)c1ccccc1	1	-9	-4	-4	-2	7	-2	8	2
CC/C(=N\NC(=O)Nc1nonc1N)c1ccc(OC)c(OC)c1	-1	-7	2	3	0	-9	3	9	-12
Cc1cccc(C=Nc2ccc3c(c2)oc2ccccc23)c1O	9	9	-2	5	-2	11	-2	10	0
CN1CCN(Cc2nc(Cc3cccc(F)c3)no2)CC1c1ccccc1 (centres undefined)	6	1	0	-1	7	-5	1	0	-3
CC1(C)Cc2c(sc(NC(=O)c3ccc4c(c3)OCCO4)c2C(N)=O)C(C)(C)N1	7	6	-5	3	5	4	1	-4	-3
O=S(=O)(c1cccs1)N1CCN(CCc2ccccc2)CC1	5	-8	-1	1	9	-8	1	2	-1
CCn1c(=O)[nH]c2ccccc2c1=O	2	3	-3	1	-3	-3	2	6	0
COc1ccc(-c2[nH]c3ccccc3c2SCCNC(=O)c2ccccc2)cc1	9	19	1	-4	4	6	6	5	-8
CC(C)Sc1nnc(NC(=O)c2ccco2)s1	9	6	-5	1	-2	14	-1	4	-1
CCOc1ccccc1Nc1nc(N)nc(CN2CCCCC2C)n1 (centres undefined)	6	-3	3	0	-1	8	2	-5	-2
COc1ccc(CN2CCN(C(=O)c3cccnc3)CC2)cc1Br	14	7	1	-2	7	11	-1	2	1
CCCCN(CCCC)Cc1ccc(C(=O)NN)o1	4	-1	-2	0	7	-1	1	1	1
Cc1ccc2nc(C)c(CN3CCN(c4ccc([N+](=O)[O-])cc4Cl)CC3)n2c1	9	5	5	1	4	23	4	2	2
COc1ccc2cc(Br)ccc2c1CC(=O)NC(C)(C)C	1	1	-1	-1	0	18	-1	5	-1
COc1ccc(C2=NOC(C(=O)O)C2)cc1 (centres undefined)	6	2	7	2	-4	-1	4	1	3
Cc1onc(-c2c(F)cccc2Cl)c1C(=O)OCC(=O)NC(c1ccccc1)c1ccccc1	-6	6	-2	-3	-8	-5	-6	0	4
Cc1ccc(-c2nc(CN3CCN(c4cnccn4)CC3)c(C)o2)o1	12	-1	0	5	3	17	0	2	1
Cc1ccc(S(=O)(=O)NCCCCCC(=O)Nc2c(C)n(C)n(-c3ccccc3)c2=O)cc1	2	-2	4	3	7	1	-1	0	0
O=C(NNC(=S)Nc1ccccc1C(F)(F)F)C1CC1	nt	6	-5	-1	nt	5	4	nt	-8
COc1ccc(C2(C(=O)NCCCN(C)C)CCOCC2)cc1	-9	1	3	-1	-1	2	0	-2	4
CCCCN(C)S(=O)(=O)c1ccc(C(=O)Nc2nnc(C3=COCCO3)o2)cc1	-2	12	-2	-1	-3	1	0	2	-16
COc1ccc(/C=N/N(C(C)=O)c2nc(-c3ccc(C)cc3)cs2)cc1	5	11	-4	-5	5	5	-7	1	-7
COc1ccc(CC(=O)n2[nH]c(=O)c3ccccc3c2=O)cc1OC	-1	4	-3	3	-14	6	6	3	4
Cn1c(CNC(=O)c2cccs2)nnc1SCC(=O)Nc1ccccc1	2	-1	0	1	2	5	0	0	3
COCCCNCC(O)COc1cccc2[nH]c(C)cc12 (centres undefined)	0	-1	-2	0	6	16	-2	2	-4
CCCNC(=O)C1CCN(S(=O)(=O)c2ccc3c(c2)OCCO3)CC1	5	0	2	-1	2	12	-2	8	-1
COc1ccccc1NC(=O)c1cnc(SCC(=O)NCCc2ccccc2)n(C)c1=O	1	-1	2	0	-5	2	-2	3	-1

Reprinted from the part before: five compounds, followed by the next part.
SMILES	PAFAH1B3 inh	pPAFAH inh	PAD4 inh	LYPLA1 counter	PAFAH2 inh	PREPL inh	LYPLA2 inh	PAFAH1B2 inh	GSTO1 counter
COc1ccc(CC(=O)n2[nH]c(=O)c3ccccc3c2=O)cc1OC	-1	4	-3	3	-14	6	6	3	4
Cn1c(CNC(=O)c2cccs2)nnc1SCC(=O)Nc1ccccc1	2	-1	0	1	2	5	0	0	3
COCCCNCC(O)COc1cccc2[nH]c(C)cc12 (centres undefined)	0	-1	-2	0	6	16	-2	2	-4
CCCNC(=O)C1CCN(S(=O)(=O)c2ccc3c(c2)OCCO3)CC1	5	0	2	-1	2	12	-2	8	-1
COc1ccccc1NC(=O)c1cnc(SCC(=O)NCCc2ccccc2)n(C)c1=O	1	-1	2	0	-5	2	-2	3	-1
CN1CCN(C(=O)CCc2ccc(S(=O)(=O)NC3CCCCC3)cc2)CC1	-4	7	-2	-1	9	11	-2	-2	3
CC(=O)Nc1ccc(C(=O)COC(=O)C2CC3CCCC(C2)C3=O)cc1 (centres undefined)	1	-2	-6	1	-1	13	-1	-1	3
COc1ccc(Cl)cc1C(=O)Nc1cccnc1Cl	11	-8	-1	-7	15	0	-6	-1	-2
N#Cc1cccc(NC(=O)Cc2ccccc2)c1	-3	1	0	-6	-1	-10	-4	1	-1
COC(c1ccccc1)c1nc2ccccc2[nH]c1=O (centres undefined)	5	-1	5	-6	3	6	-5	0	1
CCS(=O)(=O)c1ccc(-c2cccc(NC(=O)c3ccco3)c2)nn1	2	3	-1	0	-3	-3	-3	2	7
CCc1ccc(NC(=O)NCc2cccnc2)cc1	10	-3	-6	-4	-2	7	4	3	-2
O=C(Cc1c2ccccc2nc2ccccc12)c1ccccc1	-3	-4	-3	3	5	9	5	-6	-3
Cc1noc2c1C(c1ccc(N(C)C)cc1)C1=C(CC(C)(C)CC1=O)N2 (centres undefined)	5	4	-3	-1	-2	6	1	-5	3
CCOC(=O)c1cccc(-c2ccc(C=O)o2)c1	2	3	-2	2	5	9	1	0	3
COc1cccc(N=C(N)N=C(N)N)c1	9	-6	1	-3	0	1	-7	-3	5
CCOC(=O)c1cnc(-n2nc(C)cc2C)nc1NNc1nc(C)cc(C)n1	9	-1	9	3	-1	21	5	0	10
O=c1cc(CO)oc(C(Nc2cccc([N+](=O)[O-])c2)c2ccccn2)c1O (centres undefined)	4	0	5	0	3	3	6	3	4
S=c1[nH]nc(-c2cc3ccccc3o2)n1Cc1ccccc1	-1	11	5	0	7	-42	10	0	-5
Cc1cccc2cc(-c3nc4c(C)cccn4c3NCc3ccco3)c(=O)[nH]c12	6	-5	-8	4	3	19	-1	3	-6
CCCCCN1CC(O)=C(c2ccccc2)C1=N	1	-3	4	1	-3	12	-1	-5	3
NCCc1nc(-c2ccccc2)cs1	1	3	1	-1	-6	-7	2	2	-6
Cc1ccc(S(=O)(=O)/N=S(/c2ccccc2)C(C)C)cc1 (centres undefined)	8	1	-1	-1	1	-5	6	0	1
O=C(Nc1nc(=O)c2ccccc2s1)c1ccccc1	8	-3	24*	-1	5	5	-2	0	-7
CC(=O)c1sc2c(c1OC(=O)c1ccc(Cl)cc1Cl)c(=O)n(-c1ccccc1)c(=S)n2-c1ccccc1	2	-1	-38	-1	3	-9	-11	-7	-6
COc1ccc(C=C(C(C)=O)C(C)=O)cc1OC	9	3	3	2	-4	11	2	11	6
O=C(COc1ccc2ccc(=O)oc2c1)Nc1ccc(N2CCOCC2)cc1	10	6	-1	0	6	11	2	2	2
Cc1cc2nc(NCCCO)n(CC(=O)c3cc(C(C)(C)C)c(O)c(C(C)(C)C)c3)c2cc1C	5	11	-2	-2	5	6	2	2	5
CNC(=O)CN(c1cc(OCCOC)c(Cl)cc1Cl)S(=O)(=O)c1ccc(OC)cc1	-2	-2	1	-1	-8	8	-4	7	3
Cc1ccc(CNc2c(C=O)c(=O)[nH]c3ccccc23)cc1	3	6	5	2	5	1	7	11	0
C=CCn1c(SC(C)C(=O)NCc2ccc3c(c2)OCO3)nnc1C1CCCCC1 (centres undefined)	0	2	-1	0	3	3	-2	0	7
COc1cccc(C(=O)NCc2n[nH]c(=S)n2-c2cccc(C)c2)c1	3	-5	1	-2	-5	4	-5	0	12
C[C@]12CCC3C(CC=C4C[C@@H](O)CC[C@@]43C)C1CCC2[C@]1(C)CCC(=O)O1 (some centres undefined)	2	-2	4	-2	8	13	1	-1	6
CN(C(=O)COC(=O)c1ccc(Cl)nc1)C1CCS(=O)(=O)C1 (centres undefined)	-3	4	1	0	1	3	-2	2	3
O=C(Nc1sc(-c2ccccc2)cc1C(=O)O)c1ccccc1	9	24	-1	-3	15	22	-3	32*	-54
Cc1cccc(N(CC(=O)NC2CCCCC2)C(=O)c2csnn2)c1	-2	-1	-3	3	-3	4	-3	6	-2
COC(=O)CCC(=O)Nc1nccs1	2	1	-1	-1	5	2	4	6	8
COc1ccc2sc(-c3ccc(N(C)C)cc3)c(-c3ccc4cc[nH]c4c3)c2c1	6	22	0	nt	5	15	nt	-1	nt
CCOCCCN(CCC#N)C(=O)C1CCN(S(=O)(=O)c2ccc(-n3cnnn3)cc2)CC1	4	5	1	0	5	-4	-4	-3	-1
COc1ccccc1-n1c(SCC(=O)Nc2nnc(C)s2)nc2c(c1=O)SCC2	7	10	3	-1	6	1	-1	4	31
CNC(=O)Oc1ccc2c(c1)[C@]1(C)CCN(C)C1N2C (some centres undefined)	0	-1&3	-4&-3	-1&0	4	5&-3	5&5	-1	-3&4
Fc1ccc(C2c3cccn3CCN2C(=S)Nc2cccc(F)c2)cc1 (centres undefined)	0	-3	1	-3	-14	5	-2	0	4
